# CHRM1 antagonist – human CHRM1 antagonism. CHO-K1 hM1, Fluo-8 calcium fluorescence, ACh EC80 antagonist. inhibition, % at 3 µM. 360,000 tested, 1.3% active;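 active = percent inhibition above its own plate's cutoff, namely the mean of that plate's compound wells plus 3 SD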;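 also: peak over basal fluorescence ratio during 140 s after agonist addition; 0% = ACh EC80 plus DMSO and 100% = DMSO alone without agonist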
# M4 ag – agonists of human muscarinic M4 receptor (CHRM4); P08173; CHO-K1 hM4/Gqi5, Fluo-8 calcium fluorescence; vehicle 0%, full acetylcholine response 100%; activation, % at 3 µM; 360,000 tested, 0.14% active; AID 624127;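 active = activation above the run mean over all test wells plus 3 SD, cut at about 32% in these data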;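 also: peak over basal fluorescence ratio per well then scaled between controls; 0% = DMSO wells and 100% = acetylcholine at EC100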
# Target sequence (P08173 whole entry, looked up): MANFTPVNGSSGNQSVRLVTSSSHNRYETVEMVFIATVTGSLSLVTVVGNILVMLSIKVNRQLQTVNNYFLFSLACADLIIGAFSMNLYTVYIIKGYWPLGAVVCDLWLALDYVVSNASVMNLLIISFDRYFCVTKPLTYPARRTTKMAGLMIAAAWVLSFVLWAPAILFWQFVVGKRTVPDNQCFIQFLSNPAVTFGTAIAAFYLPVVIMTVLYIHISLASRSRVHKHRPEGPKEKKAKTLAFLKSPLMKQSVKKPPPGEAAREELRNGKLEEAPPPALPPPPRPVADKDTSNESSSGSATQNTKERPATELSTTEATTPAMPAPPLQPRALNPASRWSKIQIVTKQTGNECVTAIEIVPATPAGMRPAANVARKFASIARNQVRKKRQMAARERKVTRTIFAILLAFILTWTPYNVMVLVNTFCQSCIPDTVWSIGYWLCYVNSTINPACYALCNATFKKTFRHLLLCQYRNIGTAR
# CHRM5 antagonist – blocks acetylcholine activation of human M5 receptor. P08912. CHO-hM5 cells, Fluo-8 calcium fluorescence, ACh EC80. inhibition, % at 3 µM. 360,000 tested, 0.59% active;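 active = inhibition above a per-plate cutoff, the mean of that plate's test compounds plus 3 SD, cut at about 27% in these data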;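 also: 0% = acetylcholine EC80 with DMSO and 100% = DMSO without agonist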
# M5 ag – CHRM5 agonism in calcium assay | P08912 | CHO-K1 hM5 cells, Fluo-8 calcium fluorescence; 0% DMSO wells, 100% maximal acetylcholine response | activation, % at 3 µM | 360,000 tested, 0.19% active;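 active = activation above the run's mean over test compounds plus 3 SD, cut at about 23% in these data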;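 also: signal is peak over basal fluorescence ratio across the kinetic read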
# CHRM1 PAM – positive allosteric modulators of human M1 muscarinic receptor; 360,000 tested, 0.088% active; P11229; activation, % at 3 µM; CHO-K1 hM1, Fluo-8 calcium fluorescence, ACh EC20; 0% = ACh EC20, 100% = maximal ACh; in the data active = activation above about 19%, passing the limit was not always enough
# CHRM4 antagonist – CHRM4 antagonism in calcium assay; AID 624125; P08173; inhibition, % at 3 µM; CHO-hM4 cells, ACh EC80, Fluo-8 calcium fluorescence; 360,000 tested, 0.73% active;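 active = inhibition above its plate's cutoff, the mean inhibition of sample wells plus 3 SD, cut at about 27% in these data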;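 also: 0% = acetylcholine EC80 with DMSO and 100% = DMSO without agonist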
# M1 ag – human M1 muscarinic receptor agonism. 360,000 tested, 0.33% active. CHO-K1 hM1, Fluo-8 calcium fluorescence, agonist mode; 0% DMSO, 100% acetylcholine EC100. AID 588814. P11229. activation, % at 3 µM;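 active = activation above the run's mean compound activation plus 3 SD, cut at about 16% in these data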;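 also: peak over basal fluorescence ratio within a 140 s kinetic read after compound addition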
# TAAR1 agonist – human TAAR1 agonism | 360,000 tested, 0.99% active | activation, % at 3 µM | CHO RD-HGA16 TAAR1, Fluo-8 calcium fluorescence; vehicle wells 0%, saturating PEA agonist 100% | Q96RJ0 | AID 624467;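 active = activation above the mean activation of all test compounds in the run plus 3 SD, cut at about 38% in these data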
# Target sequence (Q96RJ0 whole entry, looked up): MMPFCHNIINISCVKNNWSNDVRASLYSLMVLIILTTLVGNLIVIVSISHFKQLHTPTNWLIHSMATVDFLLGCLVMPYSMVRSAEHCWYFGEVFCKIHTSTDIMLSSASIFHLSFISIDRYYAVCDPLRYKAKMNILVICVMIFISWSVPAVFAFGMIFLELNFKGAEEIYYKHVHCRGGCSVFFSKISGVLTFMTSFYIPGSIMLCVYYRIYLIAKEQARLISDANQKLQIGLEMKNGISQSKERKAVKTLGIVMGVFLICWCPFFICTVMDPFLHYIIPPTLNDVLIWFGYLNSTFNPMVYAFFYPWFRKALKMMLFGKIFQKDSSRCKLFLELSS
#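 Assay system: CHO-derived RD-HGA16 cells with stable Gα16 and human TAAR1; timing: 17-24 h seeding, 75 min 37 °C dye, 30 min RT; read-out: % activation from peak over basal fluorescence ratio, DMSO-to-PEA scaled; measured by: kinetic Fluo-8 calcium fluorescence; benchmarks: low control DMSO, high control PEA (EC100); doses: 3 µM single concentration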
# CHRM5 PAM – potentiates acetylcholine response at human M5 receptor; P08912; CHO-K1 hM5, Fluo-8 calcium, ACh EC20 PAM; 0% = ACh EC20, 100% = ACh EC100; activation, % at 3 µM; 360,000 tested, 0.3% active; AID 624038;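 active = activation above the run cutoff, the mean activation of all test compounds plus 3 SD, cut at about 18% in these data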
#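 Assay system: CHO-K1 hM5 cells. Also added: acetylcholine at EC20 concentration, added after compound. Dosing: 3 µM, single dose. Times: compound preincubation 140 s before EC20 acetylcholine addition. Signal: Fluo-8 calcium fluorescence. Measure: % activation relative to EC20 and EC100 ACh responses. Repeats: singlicate, one well per test compound.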
# Starred values were filed as active, the others as inactive; . = no result given; & = joins results of further samples. Only part of the results is shown; rates above refer to the full screens.
(1) NCCCn1c(C(=O)c2cc(Cl)c(N)c(Cl)c2)c2ccc(C(F)(F)F)cc2[n+]1[O-]
(2) CCOC(=O)c1ccc(NC(=O)CSC(=S)N2CCOCC2)cc1
(3) COc1ccc(/C=N\NC(=O)c2ccccc2F)cc1COc1ccc(F)cc1F
(4) COc1ccccc1-c1noc(-c2cccs2)n1
(5) Nc1cc2sc(-c3ccc(C(=O)O)cc3)nc2cc1Cl
(6) Cc1ccc(CNC(=O)C2CCC(=O)N(CCc3ccccn3)C2)s1 (stereo unspecified)
(7) NC(=O)c1cccc2ccccc12
(8) COc1cc(N)c(Cl)cc1C(=O)OCC(=O)c1cccs1
screen / no.	1	2	3	4	5	6	7	8
CHRM1 antagonist	10	-8	-8	-16	-9	-1	-2	-14
M4 ag	7	4	2	2	1	2	1	4
CHRM5 antagonist	-7	-1	5	-3	1	5	-7	8
M5 ag	7	2	-6	0	-2	-1	-1	1
CHRM1 PAM	3	4	-11	6	9	1	6	15
CHRM4 antagonist	-8	2	-4	-8	-4	1	5	6
M1 ag	-1	-6	-5	-5	-7	-2	-3	1
TAAR1 agonist	20	2	2	12	1	1	0	2
CHRM5 PAM	19*	-2	-4	2	-2	-4	7	0

# Compound profiles (already shown). Order of screens: CHRM1 antagonist | M4 ag | CHRM5 antagonist | M5 ag | CHRM1 PAM | CHRM4 antagonist | M1 ag | TAAR1 agonist | CHRM5 PAM
# `COc1ccc(/C=N\NC(=O)c2ccccc2F)cc1COc1ccc(F)cc1F` reads -8 | 2 | 5 | -6 | -11 | -4 | -5 | 2 | -4
# `COc1cc(N)c(Cl)cc1C(=O)OCC(=O)c1cccs1` reads -14 | 4 | 8 | 1 | 15 | 6 | 1 | 2 | 0
# `Nc1cc2sc(-c3ccc(C(=O)O)cc3)nc2cc1Cl` reads -9 | 1 | 1 | -2 | 9 | -4 | -7 | 1 | -2
# `NC(=O)c1cccc2ccccc12` reads -2 | 1 | -7 | -1 | 6 | 5 | -3 | 0 | 7

# The list continues:
(9) COc1ccc(CCn2ccc(O)c(Cc3ccc(Cl)cc3Cl)c2=O)cc1OC
(10) CCN(CC)S(=O)(=O)N1CCC(C(=O)NC2CCCc3ccccc32)CC1 (stereo unspecified)
(11) CON1C(=O)C(=O)N(OC)C2CCCCC21 (stereo unspecified)
(12) c1ccc(CNn2c(N3CCOCC3)nc3ccccc32)cc1
(13) Cc1cccc(CN2CCC(n3nccc3NC(=O)c3ccccc3C)CC2)n1
(14) COc1cccc(NC(=O)c2cccc(C(=O)Nc3cccc(OC)c3)n2)c1
(15) COc1ccc2c(c1)c(=O)oc1c(C)c(OC(C)C(=O)N[C@@H](Cc3c[nH]c4ccc(O)cc34)C(=O)O)ccc12 (stereo partly specified)
(16) CCOC(=O)C1(CC2CC2)CCN(Cc2cn[nH]c2-c2cccc(F)c2)CC1
screen / no.	9	10	11	12	13	14	15	16
CHRM1 antagonist	-3	-8	-1	11	-8	-2	-15	-6
M4 ag	3	3	2	2	1	0	2	2
CHRM5 antagonist	1	1	-1	-1	1	21	-2	-7
M5 ag	-1	2	0	-6	-3	-3	2	-2
CHRM1 PAM	4	3	4	-5	7	2	9	9
CHRM4 antagonist	-14	-7	6	3	-9	3	-15	-4
M1 ag	-5	-2	-5	-6	-5	-3	2	-6
TAAR1 agonist	12	11	6	5	0	-3	3	9
CHRM5 PAM	5	-7	1	0	-5	-6	4	9

(17) CCOc1ccc(N(CC(=O)NC2CCCC2)C(=O)CCC(=O)Nc2nc(C)cs2)cc1
(18) CCn1cc(S(=O)(=O)Nc2ncccn2)cn1
(19) C=CCn1c(=O)c2ccccc2n2c(SCC(=O)/C(C#N)=C(\C)N)nnc12
(20) C(=N\Nc1nc2ccccc2[nH]1)/c1ccccc1
(21) CC(=O)N(CN1C(=O)c2ccc([N+](=O)[O-])cc2C1=O)c1cccc(C(=O)O)c1
(22) O=C(NCCOC(=O)c1ccc(C(=O)OCCNC(=O)c2ccccc2)o1)c1ccccc1
(23) CCOC(=O)C(CC)n1cnc2c(oc3ccccc32)c1=O (stereo unspecified)
(24) O=C(CN1C(=O)C(=O)N(CCC2=CCCCC2)C1=O)c1c[nH]c2ccccc12
screen / no.	17	18	19	20	21	22	23	24
CHRM1 antagonist	-5	-1	-17&-3	19	-8	-3	-5	4
M4 ag	2	0	0&1	3	1	3	3	5
CHRM5 antagonist	24	-2	10&7	7	0	-2	-2	7
M5 ag	-2	-3	-1&2	-4	3	2	-5	4
CHRM1 PAM	5	8	9&6	-1	10	7	6	6
CHRM4 antagonist	10	-5	-10&4	1	7	2	-4	-5
M1 ag	0	-2	-6&-11	-7	-4	-3	-3	-1
TAAR1 agonist	15	1	1&8	36	4	0	13	13
CHRM5 PAM	-8	-3	5&0	-4	4	-3	2	4

# Limited to M4 ag and M5 ag, for 2 of the compounds above:
no.	SMILES	M4 ag	M5 ag
23	CCOC(=O)C(CC)n1cnc2c(oc3ccccc32)c1=O (stereo unspecified)	3	-5
24	O=C(CN1C(=O)C(=O)N(CCC2=CCCCC2)C1=O)c1c[nH]c2ccccc12	5	4

# 2 entries drawn at random from the list so far, as already listed:
(22) O=C(NCCOC(=O)c1ccc(C(=O)OCCNC(=O)c2ccccc2)o1)c1ccccc1
(21) CC(=O)N(CN1C(=O)c2ccc([N+](=O)[O-])cc2C1=O)c1cccc(C(=O)O)c1
screen / no.	22	21
CHRM1 antagonist	-3	-8
M4 ag	3	1
CHRM5 antagonist	-2	0
M5 ag	2	3
CHRM1 PAM	7	10
CHRM4 antagonist	2	7
M1 ag	-3	-4
TAAR1 agonist	0	4
CHRM5 PAM	-3	4

# Later entries.
no.	SMILES	CHRM1 antagonist	M4 ag	CHRM5 antagonist	M5 ag	CHRM1 PAM	CHRM4 antagonist	M1 ag	TAAR1 agonist	CHRM5 PAM
25	N#Cc1cccc(NC(=O)COC(=O)c2ccc[n+]([O-])c2)c1	-15	1	11	0	5	4	-2	1	-2
26	CCCCC(=O)Nc1ccccc1C(=O)N1CCOCC1	-1	0	-3	3	4	15	-3	2	2
27	CC1N=C(SCC(=O)c2ccc(F)cc2)N2C(C)N=C(SCC(=O)c3ccc(F)cc3)N12 (stereo unspecified)	-10	0	2	0	2	11	-3	-1	-6
28	O=C(O)c1cc2ccccc2c(=O)s1	-18	1	-2	-2	2	-11	0	13	2
29	COc1ccc(C(=O)NC(=S)Nc2cccc3nc(C)ccc23)cc1OC	1	4	7	2	-1	9	-2	0	1
30	CSCCC(NC(=O)C1CCC(C)CC1)C(=O)NCCN1CCOCC1 (stereo unspecified)	3	0	-14	-4	-3	-10	-5	3	5
31	CCN1C[C@@H]2[C@@H]3C(=O)N(Cc4ccccc4)C(=O)[C@@H]3[C@](CC)(C(=O)OC)N2C1=NC1CCCCC1	-7	0	4	-2	1	-4	-10	3	-2
32	Cc1ccc(S(=O)(=O)N2CCN(C(=O)c3ccc4nc[nH]c4c3)CC2)cc1	0	2	3	-1	0	0	-1	2	-2
33	Cc1nnc(SCc2cc(=O)[nH]c(N3CCCCC3)n2)s1	-2	0	-3	-2	1	1	-4	5	9
34	Nc1c(Cl)ncnc1NCc1ccccc1	1	7	0	8	-3	4	4	7	0
35	CC(=O)c1ccc(N2CCN(C(=O)c3cc(-c4ccncc4)nc4ccc(Br)cc34)CC2)cc1	12	15	-3	3	-5	7	-1	10	-2
36	Cc1ccc(NC(=O)N2CCC(C(=O)NCCC3=CCCCC3)CC2)cc1	6	-1	2	-2	1	0	-5	7	1
37	CCOc1ccccc1NC(=O)c1cc(S(=O)(=O)N2CCN(CC)CC2)ccc1Cl	20	3	-14	-4	-4	-2	-4	-1	0
38	Cc1cccc(C(=O)N[C@H](C(=O)Nc2nnc(C3CC3)s2)C(C)C)c1	1	0	-4	-1	-1	6	-8	0	5
39	COc1ccc(Cc2noc(CN(C)Cc3ccc(-n4cccn4)cc3)n2)cc1OC	0	3	4	3	0	3	2	14	-5
40	Cn1c(NCC2CCCCC2)nc2cc(-c3ccsc3)sc2c1=O	-17	0	-3	0	5	4	-1	7	1
41	COc1cc(-c2c(C#N)c(N)nc(SCc3ccncc3)c2C#N)cc(OC)c1OC	2	4	8	4	0	-1	1	.	-5
42	CC(=O)c1cc(CN2C(=O)c3ccccc3C2=O)cs1	-15	1	-1	-2	12	0	-4	2	0
43	Cc1ccc(S(=O)(=O)N2C[C@H]3[C@H]4C(=O)N(c5ccccc5)C(=O)[C@H]4C[C@H](OC(=O)NC4CC4)[C@@]3(O)C2)cc1	-15	0	0	-1	6	-14	-2	0	3
44	COc1ccccc1C(=O)NC1CCSc2ccccc21 (stereo unspecified)	-7	1	6	-6	8	2	-5	4	-2
45	CCNC(=O)C1(C)CCCN(C(=O)c2c(C)noc2C)C1 (stereo unspecified)	-8	0	-2	1	5	-3	-1	1	-4
46	c1coc(CN=C2NC(=NCc3ccco3)c3ccccc32)c1	-20	0	-2	0	3	5	-4	2	-2
47	O=C1NC(=O)C2(CCCc3ccc([N+](=O)[O-])cc32)N1 (stereo unspecified)	-3	0	-3	0	1	6	-1	2	-4
48	CCn1c(CNC(=O)c2cccc(C)c2)nnc1SCC(=O)NC1CCCCC1C (stereo unspecified)	-37	1	-7	-3	16	-1	-1	3	1
49	CCNc1nc(NCC)n2c(SCC(=O)Nc3c(C)cccc3C)nnc2n1	-3	0	-9	-1	2	-5	-2	2	1

# Filtered by structure: those above containing a furan ring, fused or not
no.	SMILES	CHRM1 antagonist	M4 ag	CHRM5 antagonist	M5 ag	CHRM1 PAM	CHRM4 antagonist	M1 ag	TAAR1 agonist	CHRM5 PAM
22	O=C(NCCOC(=O)c1ccc(C(=O)OCCNC(=O)c2ccccc2)o1)c1ccccc1	-3	3	-2	2	7	2	-3	0	-3
23	CCOC(=O)C(CC)n1cnc2c(oc3ccccc32)c1=O (stereo unspecified)	-5	3	-2	-5	6	-4	-3	13	2
46	c1coc(CN=C2NC(=NCc3ccco3)c3ccccc32)c1	-20	0	-2	0	3	5	-4	2	-2

# Assay outcomes deposited in PubChem BioAssay by The Scripps Research Institute Molecular Screening Center.
